CR mimetic SO – lowers age-related superoxide in aged yeast cells | superoxide response (% of plate mean), % at 10 µM | AID 2690 | 330,000 compounds, 0.18% hits | S. cerevisiae aged cells, superoxide DHE fluorescence; active compounds read low;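 active means superoxide response under a set limit, about three screen SD below normal, cut at about 65% in these data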;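 further: yeast aged for seven days with compound at 30 °C before DHE staining; 100% = average MFI of all compound-treated wells on the plate with controls excluded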
VLA-4 inh – inhibition in a human VLA-4 binding assay; P13612; VLA-4 expressing cells, ligand binding flow cytometry; inhibition, % (about 7 µM as worked out from the volumes in the protocol); 330,000 compounds, 0.2% hits; in the data active means inhibition above about 50%
AGP1 TOR yeast – alters AGP1-GFP fluorescence in TOR pathway yeast screen | GFP response vs DMSO, % at 10 µM | AID 2066 | S. cerevisiae AGP1-GFP multiplex flow cytometry, 3 h; GFP as percent of DMSO wells | 320,000 compounds, 0.02% hits;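 active means GFP response relative to DMSO above a set limit, near screen average plus 3 SD, cut at about 150% in these data; inconclusive means fewer than 70 cells counted for the yeast strain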;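 further: median GFP channel fluorescence of the gated AGP1 strain per well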
GRK2 aptamer HTS – blocks RNA aptamer binding to human GRK2; P25098; bead flow cytometry, FAM-aptamer displacement from GRK2; inhibition of aptamer binding, % at 10 µM; 330,000 compounds, 0.59% hits;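 active means inhibition of aptamer binding above 40%, roughly 3 SD of noise, on plates passing a quality check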;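 further: median bead fluorescence of bound FAM aptamer so fluorescent compounds give negative values; no value below 0 was filed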
BCLXL inh – inhibitors of human Bcl-xL; 320,000 compounds, 0.7% hits; AID 2129; inhibition, % at 10.9 µM; GST-Bcl-xL / FITC-Bim BH3 peptide fluorescence polarization; Q07817;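 active means inhibition above the mean of all tested compounds plus 3 SD, cutoff set per campaign, cut at about 30% in these data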;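 further: 0% = DMSO wells and 100% = unlabeled Bim-BH3 peptide competitor; inhibitors lower millipolarization by displacing the labeled peptide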
Target sequence (Q07817 whole entry, looked up): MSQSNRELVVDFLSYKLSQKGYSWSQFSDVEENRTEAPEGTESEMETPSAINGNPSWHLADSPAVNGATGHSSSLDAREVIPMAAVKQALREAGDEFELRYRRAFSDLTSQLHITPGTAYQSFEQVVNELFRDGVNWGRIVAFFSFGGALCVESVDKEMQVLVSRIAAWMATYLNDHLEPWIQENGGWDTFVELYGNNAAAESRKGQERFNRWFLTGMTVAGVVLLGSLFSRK
CIT2 TOR yeast – alters CIT2-GFP fluorescence in TOR pathway yeast screen; GFP response vs DMSO, % at 10 µM; 320,000 compounds, 0.065% hits; S. cerevisiae CIT2-GFP strain, flow cytometry, 3 h; 100 means same as DMSO wells; AID 2029;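 active means GFP response relative to DMSO above a set limit, near the screen mean plus 3 SD, cut at about 150% in these data; inconclusive means Fewer than 70 cells measured for a yeast strain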;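 further: ratio of well median GFP fluorescence to mean of DMSO wells on the plate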
MCL1 BIM primary – MCL1-BIM-BH3 interaction inhibition (human) | 320,000 compounds, 0.68% hits | inhibition, % at 10.9 µM | Q07820 | GST-MCL1 / FITC-Bim-BH3 fluorescence polarization | AID 2057;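 active means inhibition above the mean inhibition of all tested compounds plus 3 SD, set per campaign, cut at about 40% in these data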;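 further: 0% = DMSO wells and 100% = unlabeled Bim-BH3 peptide control; higher means more loss of mP so more displacement of Bim peptide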
Target sequence (Q07820 whole entry, looked up): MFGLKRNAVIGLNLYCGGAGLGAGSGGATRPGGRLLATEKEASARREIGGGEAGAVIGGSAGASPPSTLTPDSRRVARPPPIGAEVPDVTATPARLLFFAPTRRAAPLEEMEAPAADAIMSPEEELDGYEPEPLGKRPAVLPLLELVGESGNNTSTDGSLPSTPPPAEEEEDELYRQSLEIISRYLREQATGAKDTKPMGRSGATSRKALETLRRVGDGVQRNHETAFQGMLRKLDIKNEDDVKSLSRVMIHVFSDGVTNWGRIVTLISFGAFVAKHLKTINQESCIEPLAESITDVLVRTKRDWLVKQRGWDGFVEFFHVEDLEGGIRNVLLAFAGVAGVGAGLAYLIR
GLD-1 RNA inh – GLD-1-TGE RNA interaction inhibition (C. elegans); AID 2280; purified GLD-1 + fluorescein TGE RNA, fluorescence polarization; Q17339; inhibition, % at 5.96 µM; 320,000 compounds, 0.44% hits;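 active means percent inhibition above a per-plate cutoff, the plate mean of test compounds plus 3 SD, cut at about 30% in these data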;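 further: 0% = DMSO wells with GLD-1 and probe and 100% = wells lacking GLD-1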
MEX-5 binding – C. elegans MEX-5 TCR-2 RNA binding activity. Q9XUB2. MEX-5/FITC-TCR2 RNA binding, fluorescence polarization; active compounds read low. activity score (negative = inhibition of binding), % at 10 µM. 300,000 compounds, 0.38% hits. AID 1832;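 active means inhibition past about -25% in most replicates, and total fluorescence under double the plate's negative control median, limit read from the data; inconclusive means replicates evenly split on the limit, or fluorescence at least double controls; inactive means too little inhibition in most replicates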;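 further: 0% = DMSO and -100% = 5 µM competing unlabeled TCR2 RNA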
Target sequence (Q9XUB2 whole entry, looked up): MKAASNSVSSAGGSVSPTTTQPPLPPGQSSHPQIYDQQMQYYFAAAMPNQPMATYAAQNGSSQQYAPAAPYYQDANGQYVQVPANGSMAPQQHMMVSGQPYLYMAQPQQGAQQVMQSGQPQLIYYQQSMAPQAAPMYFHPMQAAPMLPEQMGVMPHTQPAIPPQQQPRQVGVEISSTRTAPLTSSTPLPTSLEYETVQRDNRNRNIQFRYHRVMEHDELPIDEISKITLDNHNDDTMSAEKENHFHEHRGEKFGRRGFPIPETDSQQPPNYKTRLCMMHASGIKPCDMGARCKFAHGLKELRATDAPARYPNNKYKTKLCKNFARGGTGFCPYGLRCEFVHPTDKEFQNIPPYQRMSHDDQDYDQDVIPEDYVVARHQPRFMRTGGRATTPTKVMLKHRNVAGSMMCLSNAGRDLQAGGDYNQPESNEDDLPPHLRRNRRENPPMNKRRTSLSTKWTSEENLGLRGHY
* marks the source's active call; other numbers are inactive results; ? = inconclusive; / = no result given. No enrichment for hits. Share with any hit: about 2.1%.

no.	smiles	CR mimetic SO	VLA-4 inh	AGP1 TOR yeast	GRK2 aptamer HTS	BCLXL inh	CIT2 TOR yeast	MCL1 BIM primary	GLD-1 RNA inh	MEX-5 binding
1	CC(=O)Nc1ccc(C(=O)Cn2nnc3ccccc3c2=O)cc1	102	13	102	0	-4	101	2	5	-4.8
2	Cc1cc(C)cc(NC(=O)N2CCCCCCC2)c1	91	-1	92	0	-6	98	3	1	-1.7
3	O=C(Nc1ccc(S(=O)(=O)N2CCCCC2)cc1)c1ccc(CN2CCc3ccccc3C2)cc1	92	-3	/	1	8	87	14	5	0.7
4	CCCCOc1ccc(/C=C/C(=O)OCC(=O)N2CC(=O)Nc3ccccc32)cc1OCC	99	9	96	0	0	97	-11	-28	-1.9
5	COc1ccc(-c2cc(C(=O)N3CCN(C(c4ccccc4)c4ccccc4)CC3)no2)cc1	66	0	?	2	2	?	-2	-3	3.6
6	COc1cccc(CNC(=O)CCNC(=O)c2ccc(Br)o2)c1	118	9	109	0	3	104	0	5	5.5
7	Cc1ccc(Nc2ncnc3sc(C)c(C)c23)cc1C	95	2	88	1	6	94	5	1	-1.3
8	COc1ccc(CCNC(=O)c2cc3c(=O)n4ccccc4nc3n(CC3CCCO3)c2=N)cc1OC (centres undefined)	67	2	109	0	5	114	-1	4	-2.4
9	Cc1ccccc1OCC(=O)NCC1CCCO1 (centres undefined)	107	-4	99	1	-3	93	-5	-7	2.1
10	O=C1CSC(=Nc2ccccc2)N1	85	-6	102	0	3	99	1	0	1.7
11	O=C(NCCCN1CCOCC1)c1cccc(S(=O)(=O)Nc2ccccc2Cl)c1	91	-5	96	0	-13	99	-16	-6	-0.2
12	CCCc1cc(NCc2ccccn2)n2nc(C)c(-c3ccccc3)c2n1	148	1	70	0	-4	67	3	2	-1.1
13	CCOc1ccccc1NC(=O)CSc1nnc(-c2cnccn2)n1C	96	19	109	4	2	92	1	0	-2.6
14	CCN(Cc1ccccc1)C(=O)c1cc2c(OC)c(OC)c(OC)cc2[nH]1	98	14	96	0	4	98	9	0	0.9
15	CSc1ccc(CN2CCSCC2)cc1	98	-1	112	1	/	105	/	/	-5.0
16	CCCCN(CCCC)CCNC(=O)c1cn(CC)c2ccc(S(=O)(=O)N(C)C3CCCCC3)cc2c1=O	117	12	93	1	6	97	5	1	-0.8
17	Cc1c(O)nc(SC2CC(=O)N(c3ccccc3)C2=O)[nH]c1=O (centres undefined)	99	3	102	1	4	98	11	3	0.7
18	CC(=O)c1ccc(NC(=S)NCC(c2ccco2)N2CCCC2)cc1 (centres undefined)	97	7	107	0	7	96	5	4	4.3
19	Cc1ccc(NC(=O)c2sc(C)nc2C)c(C)c1	89	3	110	1	3	110	5	6	-1.8
20	CCOC(=O)CN1CC23C=CC(O2)C(C(=O)O)C3C1=O (centres undefined)	106	6	104	0	1	101	-3	0	-0.9

Continuation.
no.	smiles	CR mimetic SO	VLA-4 inh	AGP1 TOR yeast	GRK2 aptamer HTS	BCLXL inh	CIT2 TOR yeast	MCL1 BIM primary	GLD-1 RNA inh	MEX-5 binding
21	COc1cccc(/C=N/NC(=O)c2ccccc2)c1OS(=O)(=O)c1ccccc1	116	12	97	1	1	102	7	6	0.8
22	O=C(Cc1ccccc1)N1CCNCC1	99	4	99	2	1	95	-4	-12	2.4
23	O=C1NC(=S)N/C1=C/c1cc([N+](=O)[O-])ccc1O	106	33	95	2	-2	93	-2	0	-12
24	Cc1cc(C(=O)N/N=C/c2ccc([N+](=O)[O-])s2)c2ccccc2n1	113	-5	98	2	-3	99	1	0	-3.9
25	CSc1ccccc1NC(=O)c1cnc2sc(C)cn2c1=O	101	-6	116	0	6	98	3	1	-1.7
26	Cc1ccc(O)c(/C=N/NC(=O)c2[nH]ncc2Br)c1	102	11	99	1	3	106	2	9	1.0
27	CCOc1ccc(NC(=O)COc2ccc3c(c2)OCO3)cc1	91	18	90	0	-1	87	3	-3	-0.3
28	Cc1cccc(C(=O)NCC(=O)OC(C)C(=O)Nc2ccc(Cl)cn2)c1 (centres undefined)	94	-3	107	0	-4	107	-8	1	1.3
29	Cc1c(C(N)=O)sc2ncn(CC(=O)NCCc3ccccc3)c(=O)c12	88	8	102	3	5	108	8	4	3.8
30	CCOC(=O)Cc1csc(NC(=O)CCSc2ccccc2)n1	108	-1	102	0	0	99	2	4	-0.3
31	CN1CCN(C(=O)c2cccn(Cc3cccc(Cl)c3)c2=O)CC1	79	3	97	0	3	104	5	-6	-0.3
32	C[n+]1cccc(C(=O)N/N=C/c2ccc3c(c2)OCO3)c1	89	-9	96	0	-10	104	-20	-5	1.2
33	CCCC(C)NC(=O)C1CC(=O)N(CCc2ccc(F)cc2)C1 (centres undefined)	102	14	97	2	5	99	1	3	-1.5
34	COC(=O)c1cc(=O)n(Cc2cccs2)c(=Nc2ccc(F)cc2)s1	127	-1	99	2	-5	93	-12	-2	1.0
35	O=C(COC(=O)/C=C/c1ccc(OC(F)F)cc1)NC1CCCCC1	106	31	108	0	1	107	-3	5	0.7
36	CCOC(=O)C1=C(CS(=O)(=O)c2ccc(F)cc2)NC(=O)NC1c1ccc(O)c(O)c1 (centres undefined)	94	1	98	2	3	103	8	0	-10
37	COc1ccc(NC(=O)N2CCN(S(C)(=O)=O)CC2)cc1	109	6	96	0	-1	93	8	-2	0.5
38	Cc1nc2ccc(S(=O)(=O)NCC(=O)N3CCC(N4CCCCC4)CC3)cc2s1	88	12	108	0	9	102	12	2	1.0
39	Cc1ccnc(NC(=O)c2ccco2)n1	91	63*	106	5	6	102	0	1	0.5
40	COc1ccc(CC(=O)NCC(=O)N/N=C/c2cc(Br)ccc2OC)cc1	120	-2	109	2	13	96	8	-1	-0.8

Next part
no.	smiles	CR mimetic SO	VLA-4 inh	AGP1 TOR yeast	GRK2 aptamer HTS	BCLXL inh	CIT2 TOR yeast	MCL1 BIM primary	GLD-1 RNA inh	MEX-5 binding
41	COc1ccccc1C1C(C(=O)c2ccc(C)o2)=C(O)C(=O)N1c1cc(C)on1 (centres undefined)	88	9	117	1	6	104	3	-3	0.4
42	C/C(=N\NC(=O)c1ccc(CSc2nncn2C)cc1)c1ccc(C#N)cc1	118	-1	93	0	-1	89	-8	-15	0.3
43	CCCCN(C(=O)CSc1nnc(-c2ccc(Cl)cc2)o1)c1c(N)n(CC(C)C)c(=O)[nH]c1=O	123	-5	91	0	-19	87	-25	2	/
44	O=C(CCCN1C(=O)/C(=C/c2ccccc2Cl)SC1=S)NNC(=O)c1ccncc1	101	0	/	0	3	/	7	-1	-3.0
45	Cc1ccsc1CNC1C2CC3CC(C2)CC1C3 (centres undefined)	92	-1	97	6	6	91	6	-4	3.5
46	O=C(C[C@@H]1C/C=C\CCC(=O)O[C@H](c2ccccc2)CNC1=O)N[C@H](CO)Cc1ccccc1	110	15	109	1	/	94	/	-1	/
47	C(=N\n1cnnc1)/C1CCCCC1	93	1	86	1	0	82	2	-1	-2.4
48	COc1cccc(C(C(=O)NC(C)(C)C)N(Cc2ccc(F)cc2)C(=O)CCC(=O)Nc2cc(C)on2)c1OC (centres undefined)	92	10	101	2	11	115	8	10	0.1
49	O=C(O)c1ccc(NS(=O)(=O)c2cccc(C(=O)Nc3ccc([N+](=O)[O-])cc3)c2)cc1	105	3	100	1	5	99	0	-2	-0.6
50	COCc1c(C(=O)Nc2cccc(S(=O)(=O)N3CCCCC3)c2)oc2ccccc12	101	0	111	2	/	85	/	4	/
51	CCC1(CC)C(=O)N(C)C(=O)NC1=Nc1ccccc1	95	11	102	0	0	95	-3	-2	1.2
52	Cn1c(=O)[nH]c(=O)c2c1nc(N1CCCCCC1)n2CCCSc1nc2ccccc2o1	115	21	109	0	7	99	1	0	-0.7
53	CC(=O)N1CCN(S(=O)(=O)c2ccc(S(=O)(=O)N3CCCC(C)C3)cc2)CC1 (centres undefined)	98	-1	100	0	2	114	-3	0	-0.7
54	Cc1cc(Br)ccc1-n1[nH]c(C)c(C=Nc2cccc3nsnc23)c1=O	94	-32	103	8	-4	108	-11	-3	-2.6
55	O=C(CCCO)N/N=C/c1ccccc1[N+](=O)[O-]	113	1	92	2	4	107	5	1	1.4
56	Cc1ccc(-c2ccc(CCC(=O)O)n2-c2ccc(O)cc2)cc1	93	-16	106	0	6	116	-3	1	1.3
57	COc1ccc(CNC(=O)c2cnn3c(C(F)F)cc(C)nc23)cc1	96	10	104	1	7	95	-3	-3	-2.2
58	NS(=O)(=O)c1ccc(CNC(=O)c2cc(=O)c3cc(Cl)ccc3o2)cc1	96	6	95	0	12	99	11	0	-2.1
59	CC(C)Cc1nc2n[nH]c(N)c2c2c1CCCC2	91	6	95	0	5	108	6	4	-1.6
60	CC(C)C[C@H](NC(=O)c1[nH]cnc1C(=O)Nc1ccc(CNC(=O)OC(C)(C)C)cc1)C(=O)OCc1ccccc1	92	-14	89	0	1	96	1	1	-0.5

New compounds follow
no.	smiles	CR mimetic SO	VLA-4 inh	AGP1 TOR yeast	GRK2 aptamer HTS	BCLXL inh	CIT2 TOR yeast	MCL1 BIM primary	GLD-1 RNA inh	MEX-5 binding
61	O=C(O)C(F)=C(c1ccccc1)c1ccccc1	92	25	110	1	3	91	-2	-1	0.7
62	COCCCN=C(c1ccco1)n1c(=S)nc(-c2ccco2)n(CCCOC)c1=S	115	-11	87	1	15	90	18	8	-3.4
63	Cc1ccc(/C(N)=N/OC(=O)c2ccc3c(c2)OCO3)cc1	103	14	62	2	7	104	11	-2	-6.6
64	COCCn1c(Cc2ccccc2)nnc1SCC(=O)NC1CCCCC1	103	25	100	0	-2	103	3	-3	0.9
65	CC/C(=N\NC(=O)c1csc(C)c1C)c1cccs1	105	13	87	0	1	88	13	4	3.2
66	Cc1nnc(SCC(=O)Nc2nc(C(C)(C)C)cs2)s1	107	5	99	0	2	86	2	7	1.2
67	CCOC(=O)C1=C(C)NC(=O)NC1	99	-2	100	2	8	97	-7	3	-1.0
68	CCCCn1c(CCC(=O)O)nc2cc(S(=O)(=O)N(C)C)ccc21	110	8	117	4	2	115	-2	4	0.6
69	CCOc1ccccc1NC(=O)CN1C(=O)CSC(C)C1=O (centres undefined)	88	12	107	3	4	99	1	0	-0.5
70	Cc1ccc(C(=O)N2CCSCC2)cc1	104	4	115	0	4	110	5	9	1.4
71	COc1ccc(N2CCN(C(c3cc(OC)ccc3OC)c3nnnn3Cc3ccco3)CC2)cc1 (centres undefined)	91	-1	99	2	3	84	7	2	-4.4
72	COc1ccc(CN2C(=O)NC3(CCCCC3)C2=O)cc1F	106	-5	108	3	4	126	7	7	1.7
73	C=CCOC(=O)C1=C[C@@H](c2ccc(C(F)(F)F)cc2)C[C@@H](OCCCCO)O1	/	/	/	/	-3	/	-4	8	-1.6
74	O=C(NCC1CCCCC1)c1cc(S(=O)(=O)N2CCOCC2)ccc1F	90	6	101	1	-1	103	-8	-6	/
75	O=C(CC(C(=O)O)c1ccc(F)cc1)c1ccc(Cl)cc1 (centres undefined)	86	-3	104	2	3	103	-8	4	-0.5
76	Cc1cc(C)nc(Sc2ncnc(N)c2[N+](=O)[O-])n1	81	46	101	0	5	96	8	7	0.7
77	CCOC(=O)c1c(NC(=O)CSc2nnc(CNc3ccc(F)cc3)o2)sc(C)c1C	97	28	98	0	7	98	10	11	1.8
78	CCCCC1C2C(=O)N(c3ccc(C)cc3)C(=O)C2ON1c1ccccc1 (centres undefined)	76	5	74	0	1	94	6	1	2.2
